DRD3 antagonist – D3 dopamine receptor (human) antagonism | P35462 | D3R cells, DiscoveRx beta-arrestin luminescence, antagonist mode; stronger effect = lower value | max response, negative = inhibition, % | 2.5% of 360,000 active; in the data active = max response below about -50%; inconclusive = no clear call, values can overlap the other calls; also: % is scaled to controls: 0 for no effect and ±100 for the full control effect; mostly tested at two doses, the higher about 12 µM
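Cells plated overnight at 1500 cells/well, then exposed to library compounds with dopamine controls for 90 minutes at 37 degrees C. DiscoveRx reagent added for 30–60 minutes at room temperature; luminescence read, quantitative HTS format.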
Akt phos inh – inhibitors of Akt phosphorylation; Neuro2A IGF-stimulated pAkt S473 HTRF, 20 min; stronger effect = lower value; activity change, % for hits at 50 µM; 0.32% of 360,000 active; AID 651550; in the data active = activity change below about -80%; inconclusive = mostly about -51% to -80%; also: % is scaled to controls: 0 for no effect and ±100 for the full control effect
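Single-point screen (50 µM final compound) in Neuro2A cells stimulated 20 min with 6 nM IGF at 37 deg C. After lysis, Ser473-phosphorylated Akt read by HTRF (ex 330 nm, em 615/665 nm) as the 665/615 ratio.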
GLP-1R agonist – activates the human GLP-1 receptor. HEK293 GLP-1R CRE-luciferase, luminescence, 4-6 h; cells express a hypersensitive GLP-1R form. Potency, µM (doses to about 45.6 µM), for the others: at the top dose activation, actives largely listed as activators. 0.007% of 380,000 active. AID 624172; also: potency is read from the fitted curve at half-maximal effect; % of control where 0% means no effect
Target sequence (P43220 whole entry, looked up): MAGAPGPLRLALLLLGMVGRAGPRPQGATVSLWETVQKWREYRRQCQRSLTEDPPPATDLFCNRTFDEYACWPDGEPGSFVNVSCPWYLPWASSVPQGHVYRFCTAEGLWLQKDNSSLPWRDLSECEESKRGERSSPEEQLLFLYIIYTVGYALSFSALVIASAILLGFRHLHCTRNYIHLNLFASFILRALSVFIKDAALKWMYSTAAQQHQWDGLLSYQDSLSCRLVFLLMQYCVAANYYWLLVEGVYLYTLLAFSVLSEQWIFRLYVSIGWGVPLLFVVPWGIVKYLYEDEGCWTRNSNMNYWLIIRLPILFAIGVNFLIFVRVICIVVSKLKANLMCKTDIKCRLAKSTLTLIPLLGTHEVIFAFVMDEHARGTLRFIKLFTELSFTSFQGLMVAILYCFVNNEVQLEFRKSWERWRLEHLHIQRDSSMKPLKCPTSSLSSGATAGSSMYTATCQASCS
PTHR1 ag – agonists of human PTHR1 parathyroid hormone receptor. Q03431. HEK293 GP2 PTHR1 cells, GloSensor cAMP luminescence, 1 h. Potency, µM (highest dose often 115 µM), inactives show at the top dose activation, actives largely listed as activators. 0.075% of 410,000 active; also: potency is read from the fitted curve at half-maximal effect; nearly all actives have a fitted effect of over 55% in size; some results filed as inactive show a strong effect at the top dose; inactives centre near -15; many of its hits are not listed in these tables
Target sequence (Q03431 whole entry, looked up): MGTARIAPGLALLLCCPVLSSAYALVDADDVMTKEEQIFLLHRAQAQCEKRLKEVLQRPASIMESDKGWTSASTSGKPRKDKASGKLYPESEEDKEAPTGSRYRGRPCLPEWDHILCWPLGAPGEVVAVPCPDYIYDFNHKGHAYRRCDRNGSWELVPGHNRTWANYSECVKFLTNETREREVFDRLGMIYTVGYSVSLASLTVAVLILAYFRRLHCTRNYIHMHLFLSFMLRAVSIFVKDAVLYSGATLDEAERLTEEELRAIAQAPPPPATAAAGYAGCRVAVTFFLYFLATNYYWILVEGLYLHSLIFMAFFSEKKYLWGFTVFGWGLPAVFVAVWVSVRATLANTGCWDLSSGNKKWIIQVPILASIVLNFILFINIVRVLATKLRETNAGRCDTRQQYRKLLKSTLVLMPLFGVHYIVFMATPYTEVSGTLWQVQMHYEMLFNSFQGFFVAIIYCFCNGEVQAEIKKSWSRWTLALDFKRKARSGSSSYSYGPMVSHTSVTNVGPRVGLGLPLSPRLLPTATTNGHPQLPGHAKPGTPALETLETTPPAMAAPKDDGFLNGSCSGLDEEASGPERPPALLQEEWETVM
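HEK-293-derived GP2 cells expressing PTHR1 and a GloSensor cAMP reporter, 3,000/well, plated overnight, given luciferin plus IBMX (each 0.5 mM as added) for 1 h at 37 °C, then compound for 1 h at 37 °C. Luminescence was read after 15 min at room temperature.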
GLP-1R inv ag – inverse agonists of human GLP-1 receptor; P43220; HEK293 GLP-1R CRE-luciferase, luminescence, 24 h; GLP-1R form is constitutively active; Potency, µM (highest dose often 38.3 µM), for the others: at the highest dose activity change, negative = inhibition, actives largely listed as inhibitors; 1.6% of 410,000 active; AID 624417; also: potency is read from the fitted curve at half-maximal effect; % is scaled to controls: 0 for no effect and ±100 for the full control effect; nearly all actives have a fitted effect of over 55% in size
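HEK293 cells stably co-expressing a cAMP-responsive luciferase reporter and constitutively active GLP-1R were seeded, incubated 12 h, then exposed to compounds for 24 h at 37 C. Luminescence was read 12 min after detection reagent; inverse agonists lower signal.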
FUS yeast rescue – suppressors of FUS proteinopathy in yeast. S. cerevisiae FUS-expressing, growth rescue, OD600, 24 h. Potency, µM (titrated, usually from 76.6 µM), for inactives: top-dose growth rescue (activation), actives largely listed as activators. 0.24% of 390,000 active. AID 1347120;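 also: potency is read from the fitted curve at half-maximal effect; plate controls were DMSO vehicle for no effect and reference control for full effect; nearly all actives have a fitted effect of over 55% in size; some results filed as inactive show a strong effect at the top dose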
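Steps: raffinose overnight preculture; dilution to OD 0.005 in 2% galactose minimal medium; compound addition (concentration series); 24hr at 30C, 99% humidity; absorbance read at 600 nm.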
Abeta rescue – A-beta toxicity reversal in yeast | yeast expressing A-beta42, growth rescue, OD600, 48 h; response scale: 0% DMSO, 100% iron-clioquinol control | Potency, µM (titrated, usually from 46.1 µM), for the others: top-dose growth rescue, hits mostly activators | 0.063% of 410,000 active; also: potency is read from the fitted curve at half-maximal effect; nearly all actives have a fitted effect of over 55% in size
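Yeast A-beta toxicity model in growth medium with pinned compounds, 48 h at 30 C; growth read as absorbance at 600 nm. Normalized to FeCl3/clioquinol equimolar mix (positive) and DMSO (negative).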
aSyn yeast inh – rescues yeast growth from alpha-synuclein toxicity; Yeast expressing alpha-synuclein, growth rescue, BacTiter-Glo, 24 h; Potency, µM (highest dose often 46.1 µM), for the others: at the top dose growth rescue (activation), actives largely listed as activators; 0.14% of 370,000 active; also: potency is read from the fitted curve at half-maximal effect; % of control where 0% means no effect; nearly all actives have a fitted effect of over 65% in size
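Galactose-induced alpha-syn yeast (OD600=0.02, raffinose-pregrown) + pinned cpd, 24 hr, 30 deg C; growth by BacTiter-Glo luminescence. Growth restoration scores as activation.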
TDP43 rescue – TDP-43 toxicity inhibition in yeast. Potency, µM (top dose mostly 46.1 µM), for inactives: at the top dose growth rescue (activation), most hits filed as activators. AID 652104. TDP-43 expressing yeast growth rescue, BacTiter-Glo, 24 h. 1.8% of 410,000 active; also: potency is read from the fitted curve at half-maximal effect; % of control where 0% means no effect; nearly all actives have a fitted effect of over 50% in size
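Galactose-induced TDP-43 yeast, OD600=0.02, compound pinned; 24 hr, 30 deg C; BacTiter-Glo luminescence for growth. Inhibitors of TDP-43 toxicity read as activators.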
* marks the source's active call; other numbers are inactive results; i = inactive; ? = inconclusive; . = no result given; [ ] = another dose, or the depositor's remark. Unless noted, calls follow the shape of the dose curve; as a rule, active = well fitted curve in the direction sought with a large enough effect; inconclusive = small, poorly fitted or top-dose-only effect, or another doubt; inactive = no such curve, though single readings can be large; an effect the other way counts as inactive or inconclusive.

Structure	DRD3 antagonist	Akt phos inh	GLP-1R agonist	PTHR1 ag	GLP-1R inv ag	FUS yeast rescue	Abeta rescue	aSyn yeast inh	TDP43 rescue
Cc1ccc([N+](=O)[O-])cc1N/C=C/C(=O)c1ccco1	6.2	i	16.6%	i	11.0%	-7.1%	-2.9%	?	1.9%
Cc1ccc(-c2[nH]ncc2CNCCc2cnn(-c3ccccc3)c2)cc1C	-13.5	i	17.1%	-8.4%	?	20.1%	-6.0%	-0.9%	-24.2%
CCOc1ccc(S(=O)(=O)N2CCC(C(=O)NCc3ccncc3)CC2)cc1	-22.3	i	-9.4%	-17.0%	10.1%	.	-12.1%	-5.6%	5.7%
COc1ccc(C(=O)c2coc3c2C(=O)C(=O)c2ccccc2-3)cc1	13.1	i	11.4%	i	-5.7%	-7.8%	-84.0%[inhibitor]	-58.9%[inhibitor]	-86.5%[inhibitor]
CCCn1c2ccccc2c2cnn(CC(=O)NCCCN3CCCC(C)C3)c(=O)c21 (configuration not stated)	-29.3	i	8.5%	-12.8%	?	9.0%	-12.6%	4.1%	-6.6%
NC(=O)C1CCN(C(=O)CN(c2ccc3c(c2)OCCO3)S(=O)(=O)c2ccccc2)CC1	-15.7	i	-0.3%	-5.2%	14.5%	20.2%	-2.8%	0.2%	-12.6%
O=C(C1CCCCC1)N1CCN(c2nc(-c3ccc(F)cc3)cs2)CC1	7.0	i	-0.6%	-33.7%[inhibitor]	-14.7%	0.2%	-5.6%	-1.2%	15.9%
CCOc1cc(C(=O)N2CCCC2)cc(OCC)c1OCC	0.0	i	4.9%	i	5.1%	21.2%	7.0%	0.1%	0.7%
COc1ccc(CCNC(=O)c2ccc(-n3c(C)cc4c3CCC(C)C4)cc2)cc1OC (configuration not stated)	.	.	.	i	12.3%	29.8%	-11.3%	.	26.1%
COCc1nnc(NC(=O)c2sc3ccccc3c2Cl)s1	21.5	i	-0.8%	-23.1%[57.5 µM]	5.3%	19.2%	-44.8%[inhibitor]	-12.4%	-33.0%[inhibitor]
Cc1nnsc1C(=O)NC(C)c1ccccc1 (configuration not stated)	4.4	i	33.0%	i	20.5%	-9.7%	-0.3%	3.9%	1.4%
CC(=O)Nc1ccc(S(=O)(=O)NC(C)C(=O)NCC(c2ccco2)N2CCCCC2)cc1 (configuration not stated)	30.2	i	5.8%	i	6.7%	-11.4%	-8.8%	0.8%	8.8%
CCOC(=O)Nc1ccc2c(c1)Cc1cc([N+](=O)[O-])ccc1-2	-2.7	i	4.3%	-4.5%	37.0%	-1.4%	3.8%	20.9%	0.0%
Cc1ccc(NC(=O)CCSc2ccccn2)cc1	-15.8	i	-7.9%	-22.0%	-14.9%	.	-14.7%	-0.4%	-17.6%
C=C(C)Cn1c(CCCNC(=O)C(C)(C)C)nc2ccccc21	0.3	i	-0.5%	i	-22.2%	-1.5%	-2.0%	-17.7%	2.3%
COc1cc([N+](=O)[O-])cc(/C=N/NC(=O)Cn2nc(C)cc2C)c1O	-59.9*	i	-0.9%	-20.5%	?	1.3%	-38.9%[inhibitor]	-3.9%	?
CCC(C)c1ccccc1N1CC(C(=O)N(C)CC(=O)Nc2cccc(F)c2)CC1=O (configuration not stated)	2.5	i	4.2%	-54.5%	?	33.6%	1.6%	-0.2%	-5.7%
COc1ccc(C(=O)CSc2nnc(-c3cccnc3)n2Cc2ccco2)cc1	6.3	i	6.3%	-12.5%	22.1%	19.5%	0.6%	-12.0%	0.3%
Cc1ccc(CNC(=O)Cc2cn(C)c3ccccc23)cc1	-11.4	i	11.5%	-7.4%	-20.7%	14.5%	15.2%	0.7%	?
O=C(NCc1ccco1)c1sc(=S)n2c1[nH]c(=O)c1ccccc12	18.7	.	-11.5%	-17.3%[57.5 µM]	-23.8%	25.6%	-5.2%	-12.2%	-16.9%
Fc1cccc(-n2ncc(-c3nnnn3-c3ccccc3)c2C(F)(F)F)c1	14.9	i	4.0%	-22.7%[57.5 µM]	?	9.7%	5.3%	14.1%	?
COCCNC(=O)C1CCCN(S(=O)(=O)c2ccc3c(ccn3C)c2)C1 (configuration not stated)	.	.	.	-32.9%[inhibitor]	4.3%	-10.8%	-2.3%	.	20.5%
COc1cc(OC)cc(C(=O)NCc2cccnc2)c1	0.0	i	30.4%	i	5.2%	-45.6%	-4.0%[9.22 µM]	-8.2%	4.5%
CC(C)CC(=O)NC(=S)N1CCN(c2ccc([N+](=O)[O-])cc2Cl)CC1	-28.4	i	5.0%	-32.5%[inhibitor]	?	-9.7%	11.3%	-3.7%	9.5%
O=C(NCC(c1ccccc1Cl)N1CCCC1)c1ccc(N2CCCC2=O)cc1 (configuration not stated)	2.5	i	7.5%	-19.9%	-20.0%	35.4%	-10.9%	-5.7%	-19.2%
CCC(=O)N(Cc1cc2ccccc2[nH]c1=O)C(C)C	15.0	i	-7.5%	-2.4%[57.5 µM]	-16.1%	-6.6%	17.4%	-1.5%	9.6%
CCOc1ccccc1CNS(=O)(=O)c1ccc2c(c1)oc(=O)n2C	3.3	i	-8.2%	-23.1%	0.3%	-7.8%	8.0%	-15.6%	5.5%
COc1cc(OC)cc(-c2c(-c3ccc(F)cc3)c3cc(-c4ccc(SC)cc4)ccc3n2C)c1	9.2	i	-1.1%	i	19.6%	-13.0%	-4.3%	1.4%	-1.3%
CCCn1c2ccccc2c2cnn(CC(=O)NCC3CCN(Cc4ccccc4C)CC3)c(=O)c21	.	.	.	i	-12.1%	-1.7%	-15.1%	.	3.5%
O=C(NC1CCN(C(=O)Nc2ccccc2)CC1)C1CCCCC1	6.6	i	-13.7%	i	9.7%	-16.7%	-6.0%	6.4%	20.5%
CCN(CC)CCN(Cc1cc2ccc(C)cc2[nH]c1=O)C(=S)Nc1ccccc1C(=O)OC	-83.6*	i	27.8%	-24.9%	?	19.0%	-3.8%	9.0%	-2.6%
Oc1ccccc1/C=N/Nc1cc(N2CCCC2)nc(N2CCCC2)n1	-9.5	i	-5.0%	i	?	26.6%	-25.8%	-3.2%	-9.4%
Cn1c(SCC(=O)Nc2ccc(F)cc2F)nnc1-c1cccnc1	-17.0	i	2.6%	16.9%	-3.4%	-10.3%	-6.8%	0.1%	23.0%
CCOc1cc(/C=C2\SC(=O)N=C2N)ccc1O	-20.2	i	-1.1%	-66.5%[inhibitor]	55.3%[activator]	.	15.3%	-2.5%	15.6%
COC(=O)[C@@]12C[C@@H](CC(=O)NCC34CC5CC(CC(C5)C3)C4)C(=O)N(CCc3ccc(OC)c(OC)c3)C1=CCC(C)(C)C2	?	i	.	-24.5%	?	?	4.5%	0.0%	4.6%
N=C1C(c2nc3ccccc3s2)=C(O)CN1NC(=O)c1ccc([N+](=O)[O-])cc1	-8.8	i	-0.8%	-43.6%[inhibitor]	?	21.5%	-12.3%	-9.1%	0.0%
Cc1sc2ncnc(NCCCO)c2c1C	0.0	i	-1.1%	i	51.0%[activator]	-20.6%	1.9%	3.2%	16.4%
CCC(=O)c1ccc(OCC(=O)OCC(=O)Nc2ccc3c(c2)OCCO3)cc1	-6.5	i	3.0%	-2.7%	51.3%	2.6%	1.2%	12.1%	-8.5%
Cc1ccc(S(=O)(=O)N2CCC(=O)N([C@H](COCc3cccc(Cl)c3)C(C)C)CC2)cc1	0.0	i	14.6%	i	-2.1%	39.6%	-24.5%	15.7%	1.5%
Cc1ccc2[nH]c(-c3cccc(N)c3)cc2c1	-20.7	i	0.6%	-15.9%	?	?	-81.6%[inhibitor]	12.1%	22.4µM*
COc1ccccc1/C=C/C=N\N1CCN(Cc2ccccc2Cl)CC1	-8.7	i	-27.3%	-30.2%[inhibitor]	?	.	-6.4%	-0.4%	10.5%
N#Cc1c(-c2ccc(Cl)cc2)n(O)c2ccccc12	0.0	i	-1.1%	-8.3%	?	.	-45.4%[inhibitor]	-66.9%[inhibitor]	-91.4%[inhibitor]
OC(COc1ccccc1)CN1CCC(Cc2ccccc2)CC1 (configuration not stated)	-75.3*	i	6.3%	i	?	12.9%	26.4%	0.8%	-12.5%
CCC(NC(=O)CCc1c(C)c2cc3c4c(oc3cc2oc1=O)CCCC4)C(=O)O (configuration not stated)	-2.4	i	-3.8%	-14.0%	4.3%	6.4%	-14.8%	0.6%	20.1%

Part of the list above, as labelled records:
> CCN(CC)CCN(Cc1cc2ccc(C)cc2[nH]c1=O)C(=S)Nc1ccccc1C(=O)OC
  DRD3 antagonist: -83.6*	Akt phos inh: i	GLP-1R agonist: 27.8%	PTHR1 ag: -24.9%	GLP-1R inv ag: ?	FUS yeast rescue: 19.0%	Abeta rescue: -3.8%	aSyn yeast inh: 9.0%	TDP43 rescue: -2.6%

> COC(=O)[C@@]12C[C@@H](CC(=O)NCC34CC5CC(CC(C5)C3)C4)C(=O)N(CCc3ccc(OC)c(OC)c3)C1=CCC(C)(C)C2
  DRD3 antagonist: ?	Akt phos inh: i	GLP-1R agonist: .	PTHR1 ag: -24.5%	GLP-1R inv ag: ?	FUS yeast rescue: ?	Abeta rescue: 4.5%	aSyn yeast inh: 0.0%	TDP43 rescue: 4.6%

> N#Cc1c(-c2ccc(Cl)cc2)n(O)c2ccccc12
  DRD3 antagonist: 0.0	Akt phos inh: i	GLP-1R agonist: -1.1%	PTHR1 ag: -8.3%	GLP-1R inv ag: ?	FUS yeast rescue: .	Abeta rescue: -45.4%[inhibitor]	aSyn yeast inh: -66.9%[inhibitor]	TDP43 rescue: -91.4%[inhibitor]

> CCC(NC(=O)CCc1c(C)c2cc3c4c(oc3cc2oc1=O)CCCC4)C(=O)O (configuration not stated)
  DRD3 antagonist: -2.4	Akt phos inh: i	GLP-1R agonist: -3.8%	PTHR1 ag: -14.0%	GLP-1R inv ag: 4.3%	FUS yeast rescue: 6.4%	Abeta rescue: -14.8%	aSyn yeast inh: 0.6%	TDP43 rescue: 20.1%

Assay outcomes as filed in PubChem.

The list is partial; count on the stated rates, not on these rows.
